High-throughput results deposited in PubChem by several laboratories.
GPR55 beta-arrestin: GPR55 agonists via beta-arrestin recruitment, primary screen, imaging, U2OS cells, beta-arrestin-GFP redistribution (AID 1961). G-protein coupled receptor 55 (Homo sapiens). U2OS GPR55 beta-arrestin-GFP redistribution imaging; higher % means a stronger effect. activation, % at 10 µM, or EC50 in µM where a hit was titrated. actives 0.048% (n = 290,000);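 active = activation above 40% with more than 50 cells counted in the well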;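 note: U2OS osteosarcoma cells stably expressing GPR55 and beta-arrestin-GFP; plate controls were DMSO negative control for no effect and LPI positive control for full effect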
West Nile antiviral: West Nile virus antiviral activity, cell-based, CPE readout (AID 1621) | CPE inhibition, % at 10 µM, or IC50 in µM where a hit was titrated | West Nile virus-infected cells, CPE inhibition; higher % means a stronger effect | actives 0.02% (n = 290,000); in the data active = a potency from the dose series; note: strong numbers were not always called active
KOR beta-arrestin-1: KOR antagonists, beta-arrestin recruitment, cell-based, luminescence, uHTS (AID 1778); Kappa-type opioid receptor (Homo sapiens); KOR beta-arrestin recruitment, luminescence, antagonist mode; higher % means a stronger effect; inhibition, % at 10 µM, or IC50 in µM where a hit was titrated; actives 0.091% (n = 290,000); in the data active = inhibition above about 50%; note: strong numbers were not always called active
GPR55 antagonists: GPR55 antagonists blocking LPI-driven arrestin recruitment, primary screen, imaging, U2OS, beta-arrestin-GFP, LPI agonist (AID 2013) | U2OS GPR55 beta-arrestin-GFP translocation imaging, LPI antagonism; higher % means a stronger effect | inhibition, % at 10 µM, or IC50 in µM where a hit was titrated | actives 0.13% (n = 290,000);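 active = spots per cell inhibited over 60%, with over 100 cells counted and total cytoplasm intensity under 500,000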;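 note: U2OS cells stably carrying GPR55 and arrestin-GFP stimulated by 5 µM LPI near EC80; imaged beta-arrestin-GFP aggregate spots per cell after agonist stimulation; plate controls were LPI-stimulated DMSO wells for no effect and DMSO wells without LPI for full effect; some results filed as inactive read as strong as hits; confirmed hits need IC50 under 10 µM and bright autofluorescent wells are also inconclusive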
T cell modulator: modulators of CD8 T cell-vesicle binding, primary screen, mouse 2C CD8+ T cells, flow cytometry | 2C CD8+ T cell-vesicle binding; hits give low values | calls only at 7 µM | actives 0.068% (n = 330,000) | AID 2052, 2009;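 active = response, share of CD8 T cells binding vesicles, and their 90th percentile fluorescence all below set limits, cut at about 80% in these data, passing the limit was not always enough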
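Read-out – percent CD8+ FL2 mean versus row control · System – murine 2C transgenic CD8+ T lymphocytes · Times – 1.5 h cell–vesicle binding at 37 °C, then 20 min icy labelling · Control set – naked vesicles low, QL9 vesicles with vehicle high · Detection – cytometric PE anti-B7-1 and Alexa647 anti-CD8 signals after 1% paraformaldehyde fixation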
NTR1 agonist: agonists of NTR1, primary screen, imaging, U2OS cells, beta-arrestin-GFP, high content (AID 493036) | Neurotensin receptor type 1 (Homo sapiens), P30989 | NTR1-U2OS beta-arrestin-GFP spot imaging, agonist mode | activation, % at 20 µM | actives 0.17% (n = 330,000);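 active = activation at or above 40% of the spot to cytoplasm intensity ratio, with at least 20 cells analyzed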;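 note: 0% = DMSO without peptide and 100% = 100 nM NTR1 peptide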
Target sequence (P30989 whole entry, looked up): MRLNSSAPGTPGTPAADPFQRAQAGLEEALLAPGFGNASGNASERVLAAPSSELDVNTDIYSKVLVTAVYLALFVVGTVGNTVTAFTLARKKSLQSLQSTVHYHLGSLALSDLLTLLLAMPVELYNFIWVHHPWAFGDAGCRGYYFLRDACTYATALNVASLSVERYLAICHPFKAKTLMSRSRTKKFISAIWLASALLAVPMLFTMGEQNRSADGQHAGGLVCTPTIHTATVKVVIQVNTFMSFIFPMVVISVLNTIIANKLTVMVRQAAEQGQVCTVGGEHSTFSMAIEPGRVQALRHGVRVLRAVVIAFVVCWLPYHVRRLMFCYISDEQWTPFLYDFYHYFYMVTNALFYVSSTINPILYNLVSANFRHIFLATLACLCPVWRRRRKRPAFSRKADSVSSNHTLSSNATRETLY
GPR35 antagonists: GPR35 antagonists blocking zaprinast-driven arrestin recruitment, primary screen, imaging, U2OS, beta-arrestin-GFP, zaprinast agonist (AID 2058) | actives 0.052% (n = 290,000) | U2OS GPR35 beta-arrestin-GFP translocation imaging, zaprinast antagonism; higher % means a stronger effect | inhibition, % at 10 µM; hits with a dose series show IC50 in µM;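 active = inhibition of at least 50% with at least 30 cells and total cytoplasm GFP at most 10,000,000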
KOR beta-arrestin-2: KOR agonists, beta-arrestin recruitment, primary screen, cell-based, luminescence, uHTS (AID 1777); KOR beta-arrestin recruitment, luminescence; higher % means a stronger effect; actives 0.02% (n = 280,000); one-dose activation, % at 10 µM; EC50 in µM for titrated hits; in the data active = activation above about 50%, passing the limit was not always enough; note: a part of the inactive calls stands beside numbers as strong as those of hits
Salmonella PhoP GFP: inhibitors of PhoP regulon expression, primary screen, Salmonella Typhimurium, GFP reporter (AID 1863); actives 0.16% (n = 300,000); inhibition, % at 50 µM, or IC50 in µM where a hit was titrated; S. Typhimurium PhoP-regulated promoter GFP reporter, 4 h; higher % means a stronger effect;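 active = inhibition over 29.93%, a cutoff 3 SD above the screen mean, later confirmed by dose response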;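 note: 0% = low Mg2+ inducing control and 100% = high Mg2+ repressing control; strong numbers were not always called active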
T cell modulator vesicle-bound %: further read-out of T cell modulator, marked with its call; double positive events, %; measured here: CD8+ vesicle-bound cell fraction;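 binding gate set so that unloaded-vesicle control wells show 10% double positive cells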
NTR1 agonist cell count 20 µM: recorded beside NTR1 agonist, whose call it bears; cell count; measured here: cell count, cytotoxicity flag
The depositor's hits bear a star; i = inactive; . = no result given; + = active, no number; [ ] = dose if it differs, or a comment. Not a hit list. Share with any hit: about 0.62%.

Value order – GPR55 beta-arrestin	West Nile antiviral	KOR beta-arrestin-1	GPR55 antagonists	T cell modulator	T cell modulator vesicle-bound %	NTR1 agonist	NTR1 agonist cell count 20 µM	GPR35 antagonists	KOR beta-arrestin-2	Salmonella PhoP GFP
- COc1cc(C=O)cc(OC)c1OS(=O)(=O)c1ccc(NC(C)=O)cc1
 : -0.1%	-0.5%	-6.8%	0.9%	i	23.0	-1.9	62	16.2%	4.7%	4.1%
- COC(=O)c1c(NC(C)=O)sc2c1CCN(Cc1ccccc1)C2
 : 0.7%	-0.5%	-11.7%[20 µM]	9.7%	i	8.8	2.4	70	-3.6%	-4.2%	.
- CCN(CC)CCn1c(=S)[nH]c2cc(C(=O)N3CC=C(c4ccccc4)CC3)ccc2c1=O
 : -0.7%	-0.6%	1.7%	14.9%	i	14.2	0.3	59	-7.6%	0.1%	-7.9%
- Cc1ccc(S(=O)(=O)N2CCC(C(=O)NCc3ccccc3Cl)CC2)cc1
 : -0.2%	-0.6%	23.0%	12.8%	i	40.4	-1.0	62	8.7%	-1.4%	2.9%
- O=c1[nH]ncc(N/N=C\c2cccs2)c1Cl
 : 0.2%	0.3%	-16.9%	5.4%	i	36.7	0.9	83	20.7%	-4.7%	-4.8%
- C/C=C1\COC(C(=O)NCCCN2CCCC2=O)(C(F)(F)F)C=C1C=C(C)C (centres undefined)
 : .	-0.4%	.	.	i	34.4	-6.1	59	.	.	5.5%
- O=c1c2c(-c3cccs3)csc2ncn1-c1ccccc1
 : 0.2%	0.6%	-40.7%	18.3%	i	58.1	-0.2	37	1.9%	0.1%	4.4%
- OCC1(CCCc2ccccc2)CCN(Cc2cc(F)ccc2F)CC1
 : 0.4%	-1.0%	-9.4%	6.7%	i	61.3	-1.6	94	-5.6%	-5.0%	0.5%
- Nc1cc(=O)[nH]c(SCC(=O)Nc2cc([N+](=O)[O-])ccc2Cl)n1
 : -0.2%	0.1%	15.1%	7.8%	i	35.5	-0.4	57	5.3%	-1.9%	5.7%
- COc1cccc(C2CC(=O)Nc3n[nH]c(-c4ccccc4)c32)c1OC (centres undefined)
 : -0.1%	0.3%	24.0%	-4.3%	i	23.8	2.5	46	5.7%	.	-2.1%
- CCOC(=O)c1nnn(-c2ccc([N+](=O)[O-])cc2)c1C
 : 0.1%	0.0%	-1.8%	-4.0%	i	37.8	0.8	46	6.5%	-2.2%	-7.5%
- CC(NC(=O)c1ccco1)C1COc2ccccc2O1 (centres undefined)
 : -0.1%	0.1%	-43.9%	9.6%	i	40.3	-2.1	27	-10.0%	-3.9%	-13.3%
- CCCN(Cc1ccccc1)C(=S)Nc1ccc(OCC)cc1
 : -0.1%	-1.0%	2.3%	21.4%	i	36.1	-0.4	67	10.3%	-5.9%	-2.2%
- C/C(=N\NC(N)=S)C1(C)CC2(CC(C)(C)OC2=O)C(=O)O1 (centres undefined)
 : 0.1%	0.3%	34.9%	-1.7%	i	24.6	-1.6	38	-13.5%	1.2%	2.8%
- CC(/C=C/c1ccc(C)o1)=C\C(=O)O
 : -0.1%	0.0%	-22.5%	-6.8%	+	2.0*	-2.2	93	7.3%	-2.1%	-5.2%
- CCCCCC(=O)Nc1ccc2oc(-c3ccncc3)nc2c1
 : 0.2%	0.0%	-16.7%	2.4%	i	49.8	-0.5	36	-14.2%	4.0%	1.5%
- CC(C)CC(=O)Nc1ccc(-c2nnn(CC(=O)NCc3ccco3)n2)cc1
 : -0.1%	0.6%	-2.7%[20 µM]	-8.7%	i	63.4	-0.4	67	-4.5%	-5.6%	-8.6%
- CCOC(=O)c1[nH]c2c(c1-c1ccccc1)C(=O)CC(c1ccc(Cl)cc1)C2 (centres undefined)
 : -0.2%	.	12.1%	-0.9%	i	62.6	2.8	47	3.3%	30.6%	-4.0%
- O=C(NC1CC1)C1CCN(Cc2cnn(-c3ccccc3)c2-n2cccc2)CC1
 : -0.1%	-1.9%	-11.6%	-11.6%	i	23.1	1.0	80	5.9%	-1.6%	-7.6%
- Cc1ccc(C(=O)N/C(=C/c2ccccc2)C(=O)NCc2ccncc2)cc1
 : -0.1%	-0.1%	-33.1%	-7.0%	i	19.2	0.0	31	5.1%	.	-6.0%
- COC(=O)[C@@H]1C[C@H]2CC[C@H](O)C[C@H]2N1Cc1ccc(C(C)(C)C)cc1
 : -0.1%	0.3%	20.7%	8.2%	i	3.9	-3.7	94	4.9%	2.9%	-4.6%
- O=C(CCNC(=O)C1CCN(S(=O)(=O)c2ccc(F)cc2)CC1)Nc1ccccc1
 : 0.2%	0.2%	-30.1%	4.9%	i	42.9	0.2	61	17.5%	0.1%	6.3%
- CC(=O)Nc1nnc(SCc2ccc(F)cc2)s1
 : -0.1%	0.3%	11.4%	4.3%	i	38.7	-0.3	56	11.4%	-0.3%	11.7%
- CC(C)Cn1c(=O)c2ccccc2c2ccccc2c1=O
 : -0.2%	-0.4%	-55.4%	12.1%	i	32.5	2.0	38	17.0%	0.5%	7.8%
- CC(C)NC(=O)CN1C(=O)NC(CCc2ccccc2)C1=O (centres undefined)
 : -0.1%	0.4%	-32.7%	6.1%	i	57.1	-0.3	59	0.2%	-4.5%	-9.9%
- Cc1nc(-c2ccc(Cl)cc2)sc1C(=O)NN
 : -0.3%	-0.1%	49.7%	2.5%	i	7.9	0.7	68	3.2%	-3.1%	-2.3%
- C=C(C)Cc1c(C)c(C#N)c2nc3ccccc3n2c1NCCCN(C)C
 : 0.3%	-0.3%	-5.7%	-7.6%	i	31.9	-0.1	49	8.5%	.	19.1%
- CCOC(=O)N=Nc1c(O)n(Cc2ccccc2)c2ccccc12
 : -0.2%	-1.2%	-5.3%	-1.3%	i	51.3	2.0	92	-6.6%	-1.7%	-6.8%
- CCCCc1c(C)c2ccc(OCC(C)=O)cc2oc1=O
 : 0.0%	-0.5%	8.3%	5.4%	i	16.8	0.6	49	9.3%	-4.9%	3.5%
- c1ccc2c(-c3nn4nnnc4c4ccccc34)cccc2c1
 : -0.1%	.	-23.8%	6.8%	i	18.3	-0.4	76	7.8%	4.3%	-2.0%

The list goes on; it opens with the two that closed the last part.
Value order – GPR55 beta-arrestin	West Nile antiviral	KOR beta-arrestin-1	GPR55 antagonists	T cell modulator	T cell modulator vesicle-bound %	NTR1 agonist	NTR1 agonist cell count 20 µM	GPR35 antagonists	KOR beta-arrestin-2	Salmonella PhoP GFP
- CCCCc1c(C)c2ccc(OCC(C)=O)cc2oc1=O
 : 0.0%	-0.5%	8.3%	5.4%	i	16.8	0.6	49	9.3%	-4.9%	3.5%
- c1ccc2c(-c3nn4nnnc4c4ccccc34)cccc2c1
 : -0.1%	.	-23.8%	6.8%	i	18.3	-0.4	76	7.8%	4.3%	-2.0%
- O=C(c1ccc([N+](=O)[O-])cc1)N1CCSC1c1ccc(Br)cc1 (centres undefined)
 : -0.6%	0.0%	15.4%	24.5%	i	27.7	2.5	64	-8.3%	-2.1%	-5.4%
- CC(C)Sc1nnc(-c2ccc(S(=O)(=O)N3CCOCC3)cc2)n1C
 : -0.1%	-0.3%	-79.6%	-7.3%	i	22.8	-0.2	34	-7.9%	10.6%	4.8%
- Cc1csc(NC(=O)C2=NN(c3ccccc3)C(=O)CC2)n1
 : -0.2%	-0.1%	13.0%	2.7%	i	19.8	-1.2	42	-16.9%	6.0%	8.5%
- Nc1nc(SCc2ccccc2Cl)n[nH]1
 : -0.1%	0.1%	-1.7%	-1.2%	i	18.6	1.3	84	16.0%	-1.7%	-1.8%
- CSc1nc(=O)n2cccc(C)c2n1
 : 0.2%	0.5%	-27.3%	11.6%	i	31.3	-1.3	64	3.2%	-2.8%	13.6%
- O=C1NC(Nc2nccs2)(C(F)(F)F)C(=O)N1CCc1ccccc1 (centres undefined)
 : 0.8%	0.0%	10.3%	6.6%	i	40.5	0.4	53	8.1%	1.5%	-7.0%
- O=C(NC(=S)Nc1ccc(Cc2ccncc2)cc1)c1ccccc1Cl
 : 0.3%	-0.3%	-26.4%	2.4%	i	20.3	6.8	39	-1.0%	-2.2%	-2.1%
- CN1CCCN(S(=O)(=O)c2ccccc2)CC1
 : -0.2%	0.0%	-8.1%	1.4%	i	6.9	-1.3	103	5.4%	3.9%	-7.7%
- CCC1=NN(C(=O)COc2ccccc2)C(O)(c2ccncc2)C1 (centres undefined)
 : -0.1%	-0.2%	-9.1%[20 µM]	2.5%	i	48.9	0.9	40	12.8%	.	-2.6%
- CC(C)(C)c1nnc2sc(SCC(=O)c3ccc(Cl)cc3)nn2c1=O
 : -0.1%	-0.2%	-30.8%	-10.5%	i	13.0	1.9	47	-0.5%	-6.8%	12.3%
- CC(=O)C1=C(O)C(=O)N(Cc2cccnc2)C1c1ccccc1 (centres undefined)
 : -0.3%	-0.3%	-20.6%	-4.3%	i	13.7	1.5	57	-1.4%	12.4%	-3.4%
- COc1ccc2cc(CCNC(=O)C3CC3)c(=O)[nH]c2c1
 : 0.3%	.	-3.1%	13.7%	i	55.6	-1.1	60	23.3%	2.2%	15.6%
- CC1C(=O)Nc2ccc(S(=O)(=O)NCCc3ccc(Cl)cc3)cc2NC1=O (centres undefined)
 : -0.1%	-0.2%	2.0%[20 µM]	1.0%	i	9.1	-2.3	54	14.2%	-0.8%	.
- CCOc1cc(C(c2c(C)[nH][nH]c2=O)c2c(C)[nH][nH]c2=O)ccc1OC(=O)c1cccc([N+](=O)[O-])c1
 : 0.0%	0.7%	-14.6%	6.7%	i	8.0	2.2	53	-13.7%	-1.4%	-8.8%
- O=C(/C=C\c1ccccc1[N+](=O)[O-])Nc1ccccc1
 : 0.8%	-0.9%	16.5%	16.5%	i	4.0	1.7	52	-13.2%	-7.1%	-15.5%
- CC/C(=N\OC(=O)c1ccc(OC(C)C)cc1)c1ccc(C)cc1
 : -0.2%	.	-1.7%	16.1%	i	30.9	3.6	53	7.7%	-1.0%	-4.1%
- Cc1ccccc1NS(=O)(=O)c1cc(C(=O)Nc2ccccc2-c2ccccc2)ccc1Cl
 : 0.2%	0.4%	5.6%	1.0%	i	11.3	6.8	57	-1.4%	1.6%	5.8%
- O=c1c2ccccc2nc(SCc2cc([N+](=O)[O-])cc3c2OCOC3)n1-c1ccccc1
 : 0.0%	-0.5%	25.1%	9.7%	i	29.7	-1.1	50	4.8%	2.5%	10.9%
